Cneo AK release: causes C. neoformans cell lysis; lysis activity, % at 15 µM; adenylate kinase release luminescence, 4 h; normalised: neutral wells 0, clomiphene wells 100; actives 0.2% (n = 360,000);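 active = mean lysis activity across replicates of at least 80%, whatever share of replicates individually reach that level; inactive = mean lysis activity below 80%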
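Test system: log-phase Cryptococcus neoformans yeast cells. Input: 5 × 10^6 yeast cells/mL. Medium: fresh YPD growth medium. Doses: single dose. Incubation: static 4 h at 37 °C with compound, 1 h detection. Measured by: luminescent adenylate kinase detection reagent. Read-out: signal increase indicating cell lysis. Benchmarks: Clomiphene.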
SIRT5 inh: blocks human SIRT5 desuccinylation of peptide. Q9NXA8. Purified SirT5, succinyl-peptide AMC, trypsin-coupled fluorescence. inhibition, % at 15 µM. actives 1.1% (n = 330,000). AID 652115; in the data active = inhibition above about 15%
C2C12 statin: protects C2C12 myotubes from simvastatin toxicity; ATP luminescence, 48 h; scaled: DMSO 0, geranylgeraniol control 100; rescue of ATP level, % at 7.49 µM; actives 0.78% (n = 330,000);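 active = mean ATP rescue above about 67%, or every replicate alone reaching that limit, limit read from the data, passing the limit was not always enough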;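 note: myotubes were challenged with 10 µM simvastatin during compound exposure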
XiGFP reactiv: reactivates the inactive X chromosome in mouse fibroblasts | XiGFP mouse fibroblasts, % GFP-positive cells imaging, 3 d; cells co-treated with 5-aza-dC sensitizer; scaled so ellipticine positive control = 100% | activation, % at 7.58 µM | actives 0.055% (n = 360,000);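 active = mean normalized replicate activation at least 10% and every replicate at or above 10%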;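 note: 0% = median of on-plate neutral control wells and 100% = ellipticine 6 µM median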
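Assay system – SV40-immortalized XiGFP fibroblast cells, line 68-5-11 · Buffer or medium – DMEM supplemented with 5-aza-dC as sensitizing agent · Dosing – one concentration, pinned · Benchmarks – positive control ellipticine, 6 µM final · Times – 3 days compound exposure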
ERAP1 inh: inhibitors of human ERAP1 aminopeptidase. recombinant ERAP1, Leu-AMC fluorescence, 60 min. AID 652197. inhibition, % at 10.7 µM. actives 0.15% (n = 340,000);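 active = mean replicate inhibition of at least 30%, or all replicates individually reaching that 30% level; inactive = mean below 30% and not every replicate reaching it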;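 note: 0% = neutral control wells and 100% = L-leucinethiol positive control wells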
Target sequence (Q9NZ08 whole entry, looked up): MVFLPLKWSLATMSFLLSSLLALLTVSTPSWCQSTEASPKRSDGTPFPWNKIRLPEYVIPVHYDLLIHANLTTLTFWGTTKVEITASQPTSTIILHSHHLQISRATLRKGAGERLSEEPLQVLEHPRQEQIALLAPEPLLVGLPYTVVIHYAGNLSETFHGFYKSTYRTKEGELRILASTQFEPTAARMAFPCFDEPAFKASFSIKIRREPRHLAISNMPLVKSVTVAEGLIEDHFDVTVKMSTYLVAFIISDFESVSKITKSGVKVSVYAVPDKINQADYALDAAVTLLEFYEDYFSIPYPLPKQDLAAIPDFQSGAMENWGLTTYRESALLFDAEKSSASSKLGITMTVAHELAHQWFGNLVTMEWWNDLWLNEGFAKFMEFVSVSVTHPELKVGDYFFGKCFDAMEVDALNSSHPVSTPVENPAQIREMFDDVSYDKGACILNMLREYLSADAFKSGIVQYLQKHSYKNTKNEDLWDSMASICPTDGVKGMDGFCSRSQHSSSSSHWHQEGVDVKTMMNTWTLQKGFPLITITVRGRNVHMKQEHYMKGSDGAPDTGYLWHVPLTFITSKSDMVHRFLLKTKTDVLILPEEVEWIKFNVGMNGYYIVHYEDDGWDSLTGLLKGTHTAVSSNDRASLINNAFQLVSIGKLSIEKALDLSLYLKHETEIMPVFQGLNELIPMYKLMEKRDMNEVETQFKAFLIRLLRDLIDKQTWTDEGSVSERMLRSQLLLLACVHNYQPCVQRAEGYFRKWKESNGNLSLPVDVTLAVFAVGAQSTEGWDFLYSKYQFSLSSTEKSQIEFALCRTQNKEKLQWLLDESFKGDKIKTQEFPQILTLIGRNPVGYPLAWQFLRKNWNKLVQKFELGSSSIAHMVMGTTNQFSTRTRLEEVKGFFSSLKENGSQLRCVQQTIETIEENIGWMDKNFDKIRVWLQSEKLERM
S100A4 inh HTS: blocks human S100A4 binding to myosin IIA peptide | S100A4/TAMRA-MyoIIA peptide fluorescence polarization | inhibition, % at 10.7 µM | AID 652163 | actives 0.14% (n = 360,000);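 active = mean inhibition of at least 70% across replicates, with every replicate also reaching that level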
Target sequence (P26447 whole entry, looked up): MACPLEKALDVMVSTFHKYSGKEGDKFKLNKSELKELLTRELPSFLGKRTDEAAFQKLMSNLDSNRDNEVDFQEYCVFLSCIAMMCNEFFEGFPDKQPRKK
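Test system: S100A4 monomer protein. Medium: HEPES buffer with Ca2+, pH 7.2. Reagent: fluorescent myosin IIA peptide, 5 nM. Compound dosing: single-point compound testing. Timing: 5 min between mix addition and reading. Benchmarks: DMSO neutral and TFP positive wells.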
LGR2 antag: inhibitors of bursicon-induced Drosophila LGR2 receptor cAMP signaling; inhibition, % at 9.99 µM; AID 720647; actives 0.35% (n = 380,000); HEK293 LGR2, CRE-luciferase, bursicon-stimulated, 4 h;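 active = drop in luminescence signal, shown as inhibition above about 50% in the replicate tests, limit read from the data, passing the limit was not always enough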;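 note: agonist challenge used bursicon conditioned medium at about half maximal strength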
PGC1a acetyl inh: modulators of PGC1a acetylation; U2OS PGC1a acetylation, AlphaScreen anti-acetyl-lysine; with virally co-expressed GCN5 acetyltransferase; inhibition, % at 15.6 µM; actives 0.17% (n = 350,000); AID 651687;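 active = every replicate shows inhibition of at least 40%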;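 note: 0% = neutral control wells and 100% = positive control wells; some results beyond the cut were filed as inactive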
An asterisk follows results filed as active; . = no result given; & = joins results of further samples; ! = a repeat was not active. The list is partial. The share of hits here may be higher or lower than overall.

| # | compound | Cneo AK release | SIRT5 inh | C2C12 statin | XiGFP reactiv | ERAP1 inh | S100A4 inh HTS | LGR2 antag | PGC1a acetyl inh |
| --- | --- | --- | --- | --- | --- | --- | --- | --- | --- |
| 1 | C[C@@H]1CCCCO[C@H](CN(C)C)[C@H](C)CN([C@H](C)CO)C(=O)c2cc(NS(=O)(=O)c3cccs3)ccc2O1 | 6 | 1 | . | 0.4 | -1 | 11 | 2 | 11 |
| 2 | CC(O)c1nc2ccccc2n1CCCc1ccccc1 (configuration not stated) | 5 | -4 | 8 | 0.3 | 1 | -2 | 2 | . |
| 3 | NC(=O)CC(NC(=O)c1cccc(Br)c1)c1ccc(N2CCN(c3ccc(F)cc3)CC2)c([N+](=O)[O-])c1 (configuration not stated) | -2 | 2 | 2 | 0.5 | -2 | -1 | 6 | . |
| 4 | CCCCc1nnc(NC(=O)COc2ccc3c(C)cc(=O)oc3c2)s1 | . | 1 | . | 0.1 | 6 | 2 | 22 | . |
| 5 | C[n+]1ccccc1/C=N/O | -1&1 | -1&-2 | 9&-2 | -0.1&0.3 | 92*! | 1&-9 | -4&11 | 11 |
| 6 | CC(=O)Oc1ccc(/C=C2/SC(=S)N(Cc3ccccc3)C2=O)cc1 | 9 | 16* | 17 | 0.2 | -3 | -3 | -9 | 6 |
| 7 | COc1ccccc1CNC(=O)C1CCCN(c2cnccn2)C1 (configuration not stated) | 11 | -1 | 1 | 0.0 | 4 | -18 | -8 | . |
| 8 | CO[C@@H]1CN(C)C(=O)c2ccc(NC(=O)C3CC3)cc2OC[C@@H](C)N(C(=O)C2CCOCC2)C[C@H]1C | -2 | -1 | -1 | 0.3 | 0 | 9 | 4 | . |
| 9 | COc1ccc(N2CC(NC(=O)NCCC(C)C)CC2=O)cc1 (configuration not stated) | . | -1 | . | 0.0 | -1 | 2 | -8 | . |
| 10 | COc1ccc(CN(C)C(=O)Cc2ccc(S(=O)(=O)N3CCOCC3)s2)cc1OC | 0 | -2 | 5 | 0.0 | 4 | -2 | -19 | . |
| 11 | Cc1cc(NC(=O)CSc2ccc(-c3cccc([N+](=O)[O-])c3)nn2)no1 | 17 | -1 | 10 | 0.0 | 1 | -2 | 3 | 1 |
| 12 | CC(=NOC(=O)c1ccc(F)cc1)c1nccs1 | -4 | -7 | 17 | 0.1 | . | -1 | -10 | . |
| 13 | CCC(=O)N1[C@H](CO)[C@H](c2ccc(-c3cccnc3)cc2)[C@H]1CN(CC)C(C)=O | -1 | 1 | -16 | 0.1 | 1 | 19 | 9 | 8 |
| 14 | C[C@@H]1CCCCO[C@@H](CN(C)Cc2ccccc2)[C@H](C)CN([C@H](C)CO)C(=O)c2cc(NC(=O)c3ccccc3)ccc2O1 | 4 | . | . | 0.2 | . | . | -3 | 2 |
| 15 | O=C(O)/C(=C\c1cccs1)c1ccc(F)cc1 | -2 | -2 | -9 | -0.3 | -3 | 4 | -11 | 5 |
| 16 | COc1ccc(CNC(=O)C[C@H]2CC[C@@H](NC(=O)c3ccc4c(c3)OCO4)[C@H](CO)O2)cc1 | 3 | 0 | 8 | -0.2 | -4 | 0 | 9 | 8 |
| 17 | NCCCCCCNC(=O)[C@@H]1C[C@@H]2C(=O)NCC(=O)N2[C@@H]1c1ccc(O)cc1 | -23 | -1 | . | . | 1 | 0 | . | 2 |
| 18 | CCCNC(=O)[C@H]1[C@H](CO)[C@H]2Cn3c(ccc(-c4ccccc4)c3=O)[C@@H]1N2C(=O)Nc1ccccc1 | 1 | -34 | -7 | 0.5 | -2 | 1 | -7 | . |
| 19 | COC(=O)C(C)N(c1ccc(OC)cc1)S(C)(=O)=O (configuration not stated) | . | -3 | . | 0.0 | 1 | 1 | -9 | . |
| 20 | O=C(COC(=O)C1=NN(c2ccccc2)C(=O)CC1)Nc1ccc([N+](=O)[O-])cc1C(F)(F)F | 0 | -2 | 28 | -0.1 | -1 | -10 | -4 | -4 |
| 21 | CCC(C)NCCOCCOc1ccc(Cl)c2ccccc12 (configuration not stated) | 4 | -4 | -1 | -0.1 | 5 | -7 | 17 | -3 |
| 22 | C[C@@H]1CCCCO[C@@H](CN(C)S(=O)(=O)c2ccc(Cl)cc2)[C@H](C)CN([C@H](C)CO)C(=O)c2cc(NC(=O)CCCN(C)C)ccc2O1 | 0 | -5 | -33 | -1.3 | 0 | 35 | 19 | -1 |
| 23 | O=C(CN1C(=O)NC2(CCOc3ccccc32)C1=O)c1ccc(Cl)cc1 (configuration not stated) | 0 | -3 | -3 | -0.1 | -1 | 1 | 10 | -10 |
| 24 | O=C(O)C1OC(C(=O)O)C2C1C(F)(F)C2(F)F (configuration not stated) | 3 | -1 | 19 | . | 14 | -2 | 12 | 2 |
| 25 | N/C(=N\OC(=O)/C=C/c1ccccc1)c1ccc(Cl)cc1 | -1 | -2 | . | 0.2 | -2 | 1 | -42 | 1 |
| 26 | CCc1ccc(NC(=O)COC(=O)C2(c3ccc(Cl)cc3)CCCC2)cc1 | -2 | 2 | . | 0.0 | 0 | 0 | . | -9 |
| 27 | O=C(Nc1cc2c(=O)n(-c3ccc(Oc4ccccc4)cc3)ccc2oc1=O)c1ccccc1 | 0 | -9 | -76 | 0.1 | 0 | 1 | -18 | 14 |
| 28 | CN(C(=O)/C=C/c1ccc2c(c1)OCO2)c1ccccc1 | -4 | 2 | -9 | 0.0 | 0 | 6 | -82 | -4 |
| 29 | CC(C)N(Cc1nc(-c2ccccc2)no1)C(=O)Cc1ccccc1 | 0 | 0 | 16 | 0.2 | 1 | 0 | 3 | -2 |
| 30 | O=C(NCc1ccccc1)c1cc(C2CCCCN2C(=O)CCCc2ccccc2)on1 (configuration not stated) | 1 | . | -1 | 0.2 | -1 | 2 | 2 | -27 |
| 31 | O=C(COC(=O)c1c[nH]c2ccccc12)Nc1ccccc1 | -1 | -3 | 3 | 0.0 | -10 | -4 | -23 | -6 |
| 32 | COc1ccc(OCCCC(=O)OCC(=O)Nc2nnc(-c3ccccc3)o2)cc1 | -1 | -4 | 6 | -0.1 | -3 | -10 | -15 | -2 |
| 33 | OC[C@H]1[C@H](c2ccc(C#Cc3ccccc3F)cc2)[C@@H]2CN(CC3CCOCC3)CCCCN12 | 1 | 0 | -1 | 0.0 | -3 | -10 | -7 | -6 |
| 34 | CCC(C)n1cnc2c(=O)oc3ccccc3c21 (configuration not stated) | -1 | -2 | 6 | . | 6 | 7 | -20 | 14 |
| 35 | N#CC1=C(S)N(c2ccccc2)C(c2ccc(-c3cc(Cl)ccc3Cl)o2)NC1=O (configuration not stated) | . | 4 | . | 0.0 | 8 | 2 | -9 | . |
| 36 | CCN(CC)CCNC(=O)c1ccc2c(c1NCCO)C(=O)c1ccccc1C2=O | -2 | 1 | . | 0.2 | 1 | -24 | . | 92* |
| 37 | Cc1cccnc1N1C(=O)c2ccc(C(=O)O)cc2C1=O | 1 | -5 | 3 | 0.0 | 0 | -1 | -15 | 2 |
| 38 | O=C(Nc1ccccc1F)c1ccc([N+](=O)[O-])s1 | . | -5 | . | 0.0 | -1 | 0 | -37 | . |
| 39 | COc1ccc(F)cc1S(=O)(=O)NCC(c1ccco1)N1CCc2ccccc2C1 (configuration not stated) | . | -1 | . | 0.1 | 0 | 5 | -2 | . |
| 40 | O=C(COc1ccc(S(=O)(=O)N2CCCC2)cc1)NCc1ccccn1 | 0 | 0 | -8 | -0.1 | 3 | -1 | -23 | -9 |
| 41 | COc1ccccc1C(=O)N1CCN(c2ccccn2)CC1 | 1 | -6 | 11 | . | -2 | -1 | -6 | -11 |
| 42 | N#C/C(=C\c1c[nH]c2ccccc12)C(=O)NCC1CCCO1 (configuration not stated) | . | -2 | . | 0.0 | 13 | 2 | -8 | . |
| 43 | CCCNC(=O)[C@@H]1[C@@H](CO)[C@@H]2Cn3c(ccc(/C=C/c4ccccc4)c3=O)[C@@H]2N1CCC | -4 | -52 | 27 | 0.5 | -1 | -21 | -15 | . |
| 44 | COCC#Cc1cnc2c(c1)C(=O)N([C@H](C)CO)C[C@H](C)[C@@H](CN(C)C(=O)c1cccnc1)O2 | 0 | -5 | 12 | -0.6 | 2 | -7 | -8 | -7 |
| 45 | O=C(Nc1ccc(Br)cc1)C1CCCC1 | 0 | . | -4 | 0.0 | -2 | 2 | -1 | 11 |
| 46 | N#Cc1c(-c2cccs2)cc(-c2cccs2)[nH]c1=O | 1 | -3 | . | 0.0 | -3 | 0 | . | -6 |
| 47 | CO[C@H](CN(C)Cc1cc(F)ccc1F)[C@H](C)CN([C@H](C)CO)S(=O)(=O)c1ccc(Cl)cc1 | 1 | -4 | 1 | -0.1 | -2 | -6 | -19 | -6 |
| 48 | CC(C)NC(=O)C1CCN(C2CCN(Cc3nc(C(C)C)cs3)CC2)CC1 | . | -3 | . | -0.2 | -1 | 2 | -12 | -6 |
| 49 | c1ccc(-c2nnc(C(c3ccccc3)c3ccccc3)o2)cc1 | . | -1 | . | 0.0 | 0 | -1 | -4 | . |
| 50 | Cc1ccc(S(=O)(=O)N2CCCCC2)cc1NC(=O)c1c(-c2ccccc2)noc1C | 1 | -2 | -1 | 0.0 | -4 | 1 | 12 | 6 |
| 51 | Cc1ccc(C)c(CC(=O)N2CCCCC2c2cc(C(=O)Nc3cccc(C#N)c3)no2)c1 (configuration not stated) | -1 | . | -4 | 0.0 | -4 | -4 | 8 | -2 |
| 52 | CCC(=O)N[C@H]1CC[C@@H](CC(=O)NCC2CC2)O[C@H]1CO | . | -1 | . | 0.3 | -3 | 5 | 7 | -1 |
| 53 | COc1ccc(N2CCN(CC(=O)Nc3ccccc3SC)CC2)cc1 | -3 | 4 | -10 | 0.0 | 5 | -4 | 16 | -4 |

Part of the list above, screen by screen.
#41 COc1ccccc1C(=O)N1CCN(c2ccccn2)CC1
#42 N#C/C(=C\c1c[nH]c2ccccc12)C(=O)NCC1CCCO1 (configuration not stated)
#43 CCCNC(=O)[C@@H]1[C@@H](CO)[C@@H]2Cn3c(ccc(/C=C/c4ccccc4)c3=O)[C@@H]2N1CCC
#44 COCC#Cc1cnc2c(c1)C(=O)N([C@H](C)CO)C[C@H](C)[C@@H](CN(C)C(=O)c1cccnc1)O2
#45 O=C(Nc1ccc(Br)cc1)C1CCCC1
#46 N#Cc1c(-c2cccs2)cc(-c2cccs2)[nH]c1=O
#47 CO[C@H](CN(C)Cc1cc(F)ccc1F)[C@H](C)CN([C@H](C)CO)S(=O)(=O)c1ccc(Cl)cc1
#48 CC(C)NC(=O)C1CCN(C2CCN(Cc3nc(C(C)C)cs3)CC2)CC1
#49 c1ccc(-c2nnc(C(c3ccccc3)c3ccccc3)o2)cc1
#50 Cc1ccc(S(=O)(=O)N2CCCCC2)cc1NC(=O)c1c(-c2ccccc2)noc1C

Compound | 41 | 42 | 43 | 44 | 45 | 46 | 47 | 48 | 49 | 50
Cneo AK release | 1 | . | -4 | 0 | 0 | 1 | 1 | . | . | 1
SIRT5 inh | -6 | -2 | -52 | -5 | . | -3 | -4 | -3 | -1 | -2
C2C12 statin | 11 | . | 27 | 12 | -4 | . | 1 | . | . | -1
XiGFP reactiv | . | 0.0 | 0.5 | -0.6 | 0.0 | 0.0 | -0.1 | -0.2 | 0.0 | 0.0
ERAP1 inh | -2 | 13 | -1 | 2 | -2 | -3 | -2 | -1 | 0 | -4
S100A4 inh HTS | -1 | 2 | -21 | -7 | 2 | 0 | -6 | 2 | -1 | 1
LGR2 antag | -6 | -8 | -15 | -8 | -1 | . | -19 | -12 | -4 | 12
PGC1a acetyl inh | -11 | . | . | -7 | 11 | -6 | -6 | -6 | . | 6
